Screening results from PubChem BioAssay.
HSF-1 act: increases HSF-1 driven luciferase reporter signal. NIH3T3-HGL HSF-1 luciferase reporter, MG132, 8 h; 100% = twice DMSO control signal. activation, % at 9 µM. 300,000 tested, 1.7% active;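 active = mean replicate activation of at least 50% with a set share of replicates each reaching 50%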;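 also: 0% = median of the neutral control wells and 100% = twice that signal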
IEC-6 tox: kills IEC-6 intestinal cells in KLF5 counter-screen | IEC-6 cytotoxicity, luminescence viability | inhibition, % at 5 µM | 290,000 tested, 0.78% active; in the data active = inhibition above about 22%;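 also: 0% = plate median of test compound wells and 100% = cytotoxic reference compound wells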
HSF1 inhib: HSF1 inhibition; NIH3T3-HGL HSE-luciferase, MG132-induced, luminescence 8 h; hits give low values; activity change, negative = inhibition, % at 7.5 µM (by protocol); 300,000 tested, 0.77% active;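 active = more than half of replicate wells show activity change below -50%, luminescence cut by over half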;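 also: luciferase reports HSF-1 transcriptional activity via heat shock element; 0% = median of DMSO wells and -100% = zero luminescence signal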
Platelet DG rel: modulates dense granule release in human platelets; inhibition, %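 (compounds screened at 7.5 µM in platelet-rich plasma)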; AID 1663; human platelet-rich plasma, SFLLRN dense granule ATP release, luminescence; 300,000 tested, 0.22% active;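 active = mean replicate score, as percent of positive control, at or above 50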
GSK3B inh: blocks human GSK3beta kinase activity. P49841. GST-GSK3beta kinase, ADP-Glo luminescence, 60 min; hits give low values. activity score (negative = inhibition), % at 10 µM. 300,000 tested, 0.038% active. AID 2097;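 active = more than half of replicate wells score below -50%, meaning over 50% inhibition versus plate controls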;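 also: 0% = median DMSO wells and -100% = median GW8510 positive control wells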
Target sequence (P49841 whole entry, looked up): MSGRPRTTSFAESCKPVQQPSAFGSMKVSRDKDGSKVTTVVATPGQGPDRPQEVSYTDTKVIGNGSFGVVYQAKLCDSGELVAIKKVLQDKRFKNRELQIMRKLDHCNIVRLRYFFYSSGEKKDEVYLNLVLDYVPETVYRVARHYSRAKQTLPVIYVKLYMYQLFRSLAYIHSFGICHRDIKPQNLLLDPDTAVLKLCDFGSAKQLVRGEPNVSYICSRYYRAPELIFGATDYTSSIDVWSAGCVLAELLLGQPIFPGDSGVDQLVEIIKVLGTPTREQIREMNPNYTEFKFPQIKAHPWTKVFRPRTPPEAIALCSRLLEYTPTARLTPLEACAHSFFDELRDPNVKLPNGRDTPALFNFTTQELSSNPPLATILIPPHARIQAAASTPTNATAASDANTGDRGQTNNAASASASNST
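Assay system: GST-tagged human GSK3beta kinase, cell-free; Input: 1.6 ng GSK3beta; Medium: Tris/MgCl2 kinase buffer; Timing: 60 min enzyme reaction, room temperature; Signal: ADP-Glo luminescence quantifying ADP generated by kinase; Evaluation: score relative to plate controls; Benchmarks: DMSO neutral wells and GW8510 at 20 µM as positive.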
aSyn 5UTR inh: MLPCN primary screen, SNCA 5' untranslated region | alpha-synuclein 5'UTR reporter, inhibitor activity | 300,000 tested, 0.82% active | AID 1813 | inhibition, % (tested at 7.5 µM); in the data active = inhibition above about 60%;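 also: H4 neuroglioblastoma cells stably carrying SNCA 5'UTR luciferase fusion; 0% = DMSO wells and 100% = positive control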
HSP90 inh: inhibitors of HSP90 luciferase refolding in rabbit reticulocyte lysate. 290,000 tested, 0.91% active. luciferase refolding luminescence, 3 h. inhibition, % at 5.6 µM;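 active = inhibition above the screen-wide mean plus 3 SD, computed separately per campaign, cut at about 16% in these data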;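 also: 0% = DMSO wells and 100% = 60 µM geldanamycin wells; inhibitors lower the luminescence because luciferase stays unfolded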
DYRK1A inh: inhibitors of rat Dyrk1A kinase; Q63470; ADP-Glo luminescence, NFATc1 peptide; inhibition, % at 12.5 µM; 310,000 tested, 0.43% active; AID 504441; in the data active = inhibition above about 50%;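 also: plate controls were vehicle with enzyme for no effect and no enzyme for full effect; many of its hits are not listed in these tables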
KLF5 inhibitor: inhibitors of KLF5 expression | DLD-1 KLF5 promoter-luciferase reporter, luminescence | 290,000 tested, 0.23% active | inhibition, % at 5 µM;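 active = inhibition above a per-plate limit of that plate's mean compound inhibition plus 3 SD, cut at about 60% in these data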;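 also: 0% = DMSO wells and 100% = LY294002 at 200 µM; higher means less KLF5 promoter-driven luciferase light; inactives centre near -14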
GSK3A inh: blocks human GSK-3 alpha kinase. ADP-Glo luminescence, 60 min. inhibition, % at 10 µM. 320,000 tested, 0.1% active;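 in the data active = inhibition above about 50%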;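 also: GST-tagged GSK-3 alpha with peptide substrate and 25 µM ATP; 0% = DMSO neutral wells and 100% = GW8510 positive control wells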
Target sequence (P49840 whole entry, looked up): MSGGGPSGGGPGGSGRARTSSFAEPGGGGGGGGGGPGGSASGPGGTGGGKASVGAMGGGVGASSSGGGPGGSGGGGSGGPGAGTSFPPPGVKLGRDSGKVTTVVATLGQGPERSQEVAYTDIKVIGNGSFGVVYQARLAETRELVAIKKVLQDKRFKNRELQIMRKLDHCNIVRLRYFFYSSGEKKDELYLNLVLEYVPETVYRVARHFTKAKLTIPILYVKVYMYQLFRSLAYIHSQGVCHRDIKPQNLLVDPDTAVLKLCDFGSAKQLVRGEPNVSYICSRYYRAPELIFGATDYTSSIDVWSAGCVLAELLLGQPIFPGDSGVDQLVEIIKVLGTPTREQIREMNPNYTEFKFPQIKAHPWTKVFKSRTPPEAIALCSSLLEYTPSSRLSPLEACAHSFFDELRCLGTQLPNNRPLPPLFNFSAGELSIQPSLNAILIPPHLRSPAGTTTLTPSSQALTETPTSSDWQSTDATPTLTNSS
Numbers without * were called inactive; / = not tested or not shown; & = joins results of further samples.

SMILES	HSF-1 act	IEC-6 tox	HSF1 inhib	Platelet DG rel	GSK3B inh	aSyn 5UTR inh	HSP90 inh	DYRK1A inh	KLF5 inhibitor	GSK3A inh
O=C(Cc1cccs1)Nc1nnc(Cc2ccccc2)s1	2	-1	3	-4	-3	18	0	5	-5	4
COc1ccc(-c2cc(=O)oc3cc(OCC(=O)NCc4ccccn4)ccc23)cc1	8	3	-1	-1	-2	6	-6	8	-15	-1
CS(=O)(=O)c1ccc(Cl)c(NC(=O)C2CC(=O)N(Cc3ccco3)C2)c1 (centres undefined)	16	/	2	-2	-1	12	/	3	/	1
CC(C)Oc1c(N2CCOCC2)c(=O)c1=O	-3	-5	9	-3	-1	-2	-2	-9	7	0
COc1ccc(N2C(=O)c3ccccc3NC2c2ccc(OC)c(Cn3cc([N+](=O)[O-])cn3)c2)cc1 (centres undefined)	-75	2	-68*	4	0	-87	1	-1	-65	1
CCC(C)(C)n1nnnc1C(c1ccccc1F)N1CCC(C(N)=O)CC1 (centres undefined)	-10	2	-6	18	-1	8	0	5	-18	5
COc1ccc(-n2c(C)cc(/C=C/c3nc(O)c([N+](=O)[O-])c(=O)[nH]3)c2C)cc1	-6	0	8	-2	1	-32	0	-1	-39	3
COc1ccc(C(C(=O)NC2CCCC2)N(Cc2ccc(F)cc2)C(=O)c2ccn[nH]2)cc1OC (centres undefined)	9	-4	-7	3	-5	21	-2	1	-9	-2
Cc1cc(Cl)c(S(=O)(=O)N2CCCC2)cc1OCC(N)=O	3	2	-3	2	-6	14	0	4	-16	-3
Cc1cccc(C(=O)N2CCN(c3ccc([N+](=O)[O-])c(NCc4ccco4)c3)CC2)c1	/	6	/	/	2	/	2	5	-23	-1
Cc1ccccc1NC(=O)COc1ccccc1C	13	-4	7	1	1	-44	0	0	-31	-6
Cc1ccc(O/C=C2\OC(=O)c3ccccc32)cc1	-9	4	-9	1	-1	-4	6	1	-4	0
O=C(/C=C/c1ccccc1)Nc1nnc(SCC(=O)c2ccc3ccccc3c2)s1	/	4	/	/	/	/	1	/	-9	-1
Cc1c(CCC(=O)N[C@@H](C)C(=O)O)c(=O)oc2c(C)c3oc4c(c3cc12)CCCC4	-18	3	-15	-7	1	13	0	-1	-27	8
COC(=O)c1[nH]c2ccc(Cl)cc2c1NC(=O)CCN1CCOCC1	-5	-2	-8	7	-5	-8	3	-3	-19	-3
CCc1ccc(C(=O)Cn2cnc3cc([N+](=O)[O-])ccc3c2=O)cc1	13	2	9	-7	0	-13	2	2	-22	-1
COc1cc(C2C(C#N)=C(N)Oc3cc(C)oc(=O)c32)cc(OC)c1OC (centres undefined)	-14	-5	-2	10	3	-10	6	/	11	-2
Clc1ncn(CCOc2ccccc2)c1Cl	1	-5	0	2	/	15	0	-6	6	/
COc1cc(OC)c(NC(=O)N2CCOCC2)cc1Cl	-8	-5	-2	2	5	-17	-2	-3	-4	1
Cc1ccnc(NS(=O)(=O)c2ccc(NC(=O)/C=C/c3ccccc3)cc2)n1	-5	5	-5	3	3	29	4	-2	5	-3
CCC[N+](CC#Cc1ccccc1)(CCC)CC(=O)c1ccc(Cl)cc1	3	1	-9	-1	0	-12	6	-2	-7	1
COc1cccc(C(=O)Nc2ccc(S(=O)(=O)NCc3ccco3)cc2)c1	7	-1	-2	8	-8	-24	1	-3	-22	-1
COc1ccc(-n2c(N)c(C(=O)NCc3ccco3)c3nc4ccccc4nc32)c(OC)c1	40	-4	14	-1	-2	1	3	7	-21	5
CN(Cc1ccc(C(F)(F)F)cc1)C(=O)C1CCC(=O)N(C2CC2)C1 (centres undefined)	15	-9	6	0	1	-36	-8	1	-23	-4

Copied from the list.
Cc1ccnc(NS(=O)(=O)c2ccc(NC(=O)/C=C/c3ccccc3)cc2)n1 @ Platelet DG rel = 3
COc1cc(OC)c(NC(=O)N2CCOCC2)cc1Cl @ HSP90 inh = -2
COc1cccc(C(=O)Nc2ccc(S(=O)(=O)NCc3ccco3)cc2)c1 @ Platelet DG rel = 8

New compounds follow:
SMILES	HSF-1 act	IEC-6 tox	HSF1 inhib	Platelet DG rel	GSK3B inh	aSyn 5UTR inh	HSP90 inh	DYRK1A inh	KLF5 inhibitor	GSK3A inh
CCCN(Cc1cc2cc(OC)ccc2[nH]c1=O)C(=O)c1ccncc1	-10	11	-1	10	0	-29	1	3	5	1
O=C(NC1CCCCC1)c1nc2c(nnn2Cc2ccccc2Cl)c(=O)[nH]1	-2	-3	12	-3	-3	9	-3	-5	-9	-2
O=C(O)c1ccc2c(c1)N(Cc1cccc(F)c1)C(=O)CS2	-7	4	-1	-7	1	9	2	13	2	14
CCOc1ccc(CCNC(=O)C2CCCN(S(=O)(=O)N3CCOCC3)C2)cc1OCC (centres undefined)	5	-1	-4	1	2	20	-1	15	-19	/
CC1CCN(CCCn2c(SCC(=O)NC3CCCC3)nc3ccccc3c2=O)CC1	-3	-2	-7	-13	5	-16	-2	7	-16	-2
CNC(=O)/C(C#N)=C/c1c(F)cccc1Cl	46	-5	11	7	3	-73	-2	2	-4	4
Cc1ccc(-c2nnc(NCc3nc4ccccc4[nH]3)c3ccccc23)cc1S(=O)(=O)N1CCCCC1	10	8	10	2	-1	-32	-1	0	-23	/
C(=NC12CN3CN(CN(C3)C1)C2)c1ccc2c(c1)OCO2	5	-5	-3	-4	-2	10	-2	0	-30	4
COC(=O)Cc1c(O)ccn(CCc2ccc(OC)c(OC)c2)c1=O	-10	-1	-5	14	2	1	1	-2	-28	-1
S=C(Nc1cccc(Cl)c1)Nc1cccc2cnccc12	/	1	/	/	/	/	5	37	-21	2
CSc1ccccc1NC(=O)c1ccc(C)o1	9	4	5	13	1	-55	4	-2	-32	-1
O=C(CC(=O)Nc1ccccc1F)Nc1ccccc1F	-8	3	-4	15	6	-3	2	-4	-19	-1
COc1cc(/C=N/NC(=O)c2cc(C3CC3)[nH]n2)ccc1O	5	3	2	-2	0	9	-1	25	-29	0
CC1Cc2nc(SCC(=O)NCC3CCCO3)n(C)c(=O)c2S1 (centres undefined)	26	3	0	-3	0	17	2	2	-38	1
Cc1ccc(NC(=O)Cn2nc(C(F)(F)F)c3c2CCC3)cc1	2	1	0	8	-2	18	1	0	-9	-3
CC(=O)Nc1nc(C)c(-c2csc(Nc3ccccn3)n2)s1	14&42	0&-5	2&2	0&12	2&0	-114	0&0	1&-3	-80&-145	4&0
C(=C\c1ccco1)/c1nc2ccccc2[nH]1	-9	11	6	34	-1	-141	2	11	-47	2
C=CCNC(=O)c1ccc(CNS(=O)(=O)c2ccc(NC(C)=O)cc2)cc1	-5	3	-7	7	1	-3	1	0	-14	-4
O=C(COC(=O)C1CCCCC1C(=O)N1CCc2ccccc21)NCc1ccco1 (centres undefined)	10	4	14	-4	2	34	2	-1	0	-4
CSc1ccc(Cl)c(C(=O)OCC(=O)NCC(C)C)c1	-1	2	-4	0	3	19	2	10	-14	-1
Clc1ccc(SCCOCCN2CCOCC2)cc1	3	0	-5	3	2	-6	1	/	-62	-1
COc1cc(NC(=O)N2CCNC2=O)cc(C(=O)Nc2cccc(C(F)(F)F)c2)c1	6	/	0	-1	2	68*	/	1	/	-1
O=c1cc(C(F)(F)F)nc(-c2ccccc2)[nH]1	-3	2	-5	0	1	9	0	14	-3	-2
Cc1nnc(C)n1/N=C/C=C/c1ccccc1	-5	7	-3	-5	-1	-19	5	1	-13	-1
COc1ccccc1NC(=O)C(C)OC(=O)C1CCC(C(C)(C)C)CC1 (centres undefined)	14	/	5	-11	1	14	/	-3	/	-5
Cc1ccc(C(=O)Oc2coc(CSc3nnc(NC(=O)C4CC4)s3)cc2=O)cc1	-5	-2	-10	6	1	3	0	3	-2	-4
COc1cc(S(=O)(=O)N2CCN=C2c2ccccc2)c(OC)cc1Cl	8	0	4	-6	0	2	2	-9	-12	2
COc1cccc(-c2cc(C(=O)NCC3CCCO3)c3cc(C)cc(C)c3n2)c1 (centres undefined)	24	-5	17	2	-1	-39	-4	-5	-55	2
CCOc1ccccc1N(CC(=O)OC)S(=O)(=O)c1ccccc1	22	-4	-6	2	3	15	0	4	0	1
COC(=O)CN(Cc1ccco1)S(=O)(=O)c1ccccc1	-9	-5	-7	-4	1	13	1	-5	-10	-2
CC1CCCN(CCS(=O)(=O)c2ccccc2)C1 (centres undefined)	-5	/	-5	3	1	-151	/	-2	/	-2
COc1cc(C)c(S(=O)(=O)N2CCN=C2c2ccccc2)cc1C	56*	4	10	-5	-1	27	-4	11	9	-1
CS(=O)(=O)N(CC(=O)N1CCN(c2ccccc2)CC1)c1cc(C(F)(F)F)ccc1Cl	3	-3	0	3	-1	3	-1	5	-2	0
NC1=NS(=O)(=O)NC1c1cccc(F)c1 (centres undefined)	-1	-3	5	-3	0	11	-2	-5	-8	2
COc1ccc(N(CC(=O)N2CCN(c3cccc(Cl)c3)CC2)S(=O)(=O)c2c(C)noc2C)cc1	8	7	4	-12	-1	16	5	-9	-16	-1
CC(=O)N/C(=C\c1ccccc1)C(=O)OCc1cccc(S(=O)(=O)N(C)C)c1	12	-6	-2	-13	0	-25	1	-2	-17	-1
COC(=O)c1ccc(CSc2nccn2C)cc1	7	4	1	1	-2	-43	-5	8	11	-2
COC(=O)c1ccc(CNC(=O)c2ccc(OCC(=O)N3CCOCC3)c(OC)c2)cc1	-13	/	-1	4	-1	-5	/	-4	/	-42
CCc1nnc(NC(=O)CSCc2cc(=O)n3cc(C)sc3n2)s1	-3	3	-7	-3	2	-5	2	-7	-24	0
CCOc1cc(-c2nccc3cc(OC)c(OC)cc23)cc(OCC)c1OCC	0	-1	0	3	1	39	2	2	-117	-1
COc1cc2nc(COc3ccccc3[N+](=O)[O-])oc(=O)c2cc1OC	2	-13	-11	2	4	-18	-3	-2	-2	0
O=C(NCc1n[nH]c(=S)n1Cc1ccccc1)c1ccc(Cl)cc1Cl	23	0	-2	-2	2	-15	1	0	-26	0
CCOc1ccc(N(CC(=O)N2CCCCC2)S(=O)(=O)c2ccc(Cl)cc2)cc1	-18	1	-5	-13	2	5	1	-2	-1	-2
COc1ccc(/C=C(/NC(=O)c2ccccc2)C(=O)NCc2ccncc2)cc1	2	-2	5	-19	2	-14	0	/	8	-20
Cc1cc(C)n(CC(O)COc2ccccc2C)n1 (centres undefined)	/	-6	/	/	2	/	9	17	-33	-1
CCOC(=O)/C(C#N)=C1\C(=O)N(Cc2ccccc2)c2ccccc21	-8	-4	-11	-15	2	3	2	12	-9	-2
CC(C)(CO)CNC(=O)c1ccc(OC2CCN(C(=O)C3CC3)CC2)cc1	-4	-7	-1	0	1	-4	0	-4	-9	2
CCCOc1ccc(-c2c(C(=O)N/N=C/c3ccsc3)nnn2-c2nonc2N)cc1	8	-9	3	13	0	2	-2	2	-29	-1
Cn1c(C2=C(O)CN(Cc3ccccc3)C2=N)nc2ccccc21	9	2	9	-15	3	-45	2	7	-12	0
CC(Sc1nc2c(N)ncnc2n1CCOc1ccccc1)C(=O)O (centres undefined)	8	1	-1	0	2	0	-2	32	1	3

Only part of the results is shown. The share of hits here may be higher or lower than overall.
